# Pf gamet viab = P. falciparum stage V gametocyte viability inhibition. actives 0.065% (n = 150,000). inhibition, % at 10.9 µM. P. falciparum stage V gametocytes, ATP luminescence, 24 h;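 active means inhibition above the mean plus 3 SD of compounds within the control limits, set per campaign, cut at about 38% in these data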;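 further: 0% = DMSO wells and 100% = medium only without gametocytes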
# Rab2A wt mod = changes GTP binding to wildtype dog Rab2A, up or down | P61105 | GST-Rab2 wt beads, Bodipy-GTP binding, flow cytometry | GTP binding activity, % at 10 µM | actives 0.19% (n = 190,000) | AID 760;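 active means GTP binding activity at least 20 points away from 100%, either lowered or raised; inconclusive means signal likely due to the compound's own green fluorescence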;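 further: 0% = beads with excess unlabeled GTP and 100% = no-compound control corrected for plate trend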
# Rab7 wt modul = dog Rab7 wildtype GTP binding, inhibitors and activators; GST-Rab7 beads, fluorescent GTP binding, flow cytometry; actives lie on both sides; untreated = 100%, excess cold GTP = 0%; GTP binding activity (percent of control), % at 10 µM; actives 0.055% (n = 190,000); AID 758;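 active means fluorescent GTP binding to Rab7 beads changed by at least 20 points from the 100% baseline, either direction, mostly lower; inconclusive means compound itself probably fluorescent, or too few beads counted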;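 further: median green fluorescence of bound Bodipy-FL-GTP per Rab7 bead population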
# Mcl-1 Bim block = disrupts Bim peptide binding to human Mcl-1; actives 0.1% (n = 190,000); Q07820; inhibition, % at 10 µM; Bead-based flow cytometry, Bim peptide-Mcl-1 binding; AID 1009; in the data active means inhibition above about 40%;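 further: 0% = no compound tracer wells and 100% = peptide blocker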
# Target sequence (Q07820 whole entry, looked up): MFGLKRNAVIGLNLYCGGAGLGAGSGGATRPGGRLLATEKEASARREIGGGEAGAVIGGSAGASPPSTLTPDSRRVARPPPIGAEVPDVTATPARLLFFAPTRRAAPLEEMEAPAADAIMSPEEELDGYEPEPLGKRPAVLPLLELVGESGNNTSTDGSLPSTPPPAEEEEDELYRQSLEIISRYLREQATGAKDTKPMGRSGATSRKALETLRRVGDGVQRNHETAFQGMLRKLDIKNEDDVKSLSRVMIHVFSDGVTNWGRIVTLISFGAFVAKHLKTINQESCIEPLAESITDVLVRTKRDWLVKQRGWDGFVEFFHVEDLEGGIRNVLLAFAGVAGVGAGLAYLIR
# HRas wt GTP = changes GTP binding to wildtype human HRas; actives 0.14% (n = 190,000); AID 759; GTP binding activity, % at 10 µM; GST-Ras wt beads, Bodipy-FL-GTP binding, flow cytometry; actives lie on both sides; P01112;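 active means GTP binding activity at least 20% away from the 100% baseline, either lowered as inhibitor or raised as activator; inconclusive means flagged as likely green fluorescent, judged across all proteins in the well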;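 further: 0% = unlabeled GTP competition control and 100% = no-compound control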
# Target sequence (P01112 whole entry, looked up): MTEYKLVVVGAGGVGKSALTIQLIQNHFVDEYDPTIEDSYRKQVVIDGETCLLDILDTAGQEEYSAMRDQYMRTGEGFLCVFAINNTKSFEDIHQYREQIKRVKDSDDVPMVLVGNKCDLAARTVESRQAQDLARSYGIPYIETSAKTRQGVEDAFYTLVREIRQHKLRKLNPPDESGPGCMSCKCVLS
# Mcl1-Noxa inh = disrupts binding of human Mcl-1 to Noxa peptide | Q07820 | TR-FRET Mcl-1/Noxa peptide binding, 2 h | inhibition, % at 21.7 µM | actives 1.5% (n = 220,000) | AID 1022;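 active means compounds that cut the protein-peptide binding signal by more than 50% relative to plate controls in a single-dose test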;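 further: His-tagged Mcl-1 with rhodamine Noxa BH3 peptide and terbium anti-His antibody; 0% = Mcl-1 plus Noxa peptide wells and 100% = peptide-only wells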
# Rac1 act GTP bind = modulators of GTP binding to human Rac1 activated mutant; P63000; GST-Rac1 activated beads, fluorescent GTP binding, flow cytometry; actives lie on both sides; 100% means binding = to untreated wells; percent activity (GTP binding), % at 10 µM; actives 0.11% (n = 190,000); AID 764;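 active means GTP binding at least 20 percentage points away from the 100% baseline, in either direction, so actives lie on both sides; inconclusive means Compound likely fluorescent itself, or too few beads counted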
# Rac1 wt GTP bind = modulators of human Rac1 wildtype GTP binding; P63000; GST-Rac1 beads, fluorescent GTP binding, flow cytometry; actives lie on both sides; 0 = cold GTP competed, 100 = untreated; GTP binding activity (% of control), % at 10 µM; actives 0.27% (n = 190,000); AID 757;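 active means GTP binding activity at least 20 points away from the 100% control level, either lower or higher; inconclusive means compound flagged as likely green fluorescent, judged across all proteins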
# Mcl1-Bid inh = disrupts binding of human Mcl-1 to Bid peptide | Q07820 | TR-FRET Mcl-1/Bid-Dy647 peptide binding, 1536-well | inhibition, % at 21.7 µM | actives 0.97% (n = 220,000) | AID 1021;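 active means compounds that cut the binding signal by more than half at the single screening dose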;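 further: His-tagged Mcl-1 with europium anti-His antibody binding Bid BH3 peptide; 0% = Mcl-1 plus peptide wells and 100% = peptide-only wells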
# Avidin fluor = compound fluoresces at 488/530 nm on avidin beads | actives 0.38% (n = 220,000) | compound fluorescence 488/530 nm, flow cytometry; active compounds read high | AID 1775 | fluorescence (KMESF) at 10 µM; in the data active means fluorescence above about 47; further: inactives centre near 10
# Cdc42 wt = human Cdc42 wildtype GTP binding change, either direction; actives 0.2% (n = 190,000); P60953; percent activity (GTP binding), % at 10 µM; GST-Cdc42 beads, Bodipy-GTP binding, flow cytometry; actives lie on both sides;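 active means percent activity GTP binding at least 20 points away from the 100% baseline, either down as inhibitor or up as activator; inconclusive means compound flagged as likely green fluorescent from well-wide comparison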;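 further: median bead fluorescence of bound Bodipy-FL-GTP at 100 nM; 0% = excess unlabeled GTP control and 100% = no compound control; below 100% means less GTP binding so inhibitor and above means activator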
# Target sequence (P60953 whole entry, looked up): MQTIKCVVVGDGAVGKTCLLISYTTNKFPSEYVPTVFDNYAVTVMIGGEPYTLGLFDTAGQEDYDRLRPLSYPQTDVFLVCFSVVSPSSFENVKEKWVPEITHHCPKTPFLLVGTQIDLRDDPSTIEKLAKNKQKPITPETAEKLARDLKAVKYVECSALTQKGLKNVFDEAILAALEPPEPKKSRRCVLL
# An asterisk follows results filed as active; ? = inconclusive; nt = not tested or not shown. Hits appear at their usual frequency. Share with any hit: about 2.7%.
SMILES,Pf gamet viab,Rab2A wt mod,Rab7 wt modul,Mcl-1 Bim block,HRas wt GTP,Mcl1-Noxa inh,Rac1 act GTP bind,Rac1 wt GTP bind,Mcl1-Bid inh,Avidin fluor,Cdc42 wt
Cc1ccc(Cn2c(SCC(=O)N/N=C/c3ccc(C)o3)nc3ccccc32)cc1,nt,103,101,-2,101,23,100,102,52*,7,103
COC(=O)Cn1c(=NC(=O)c2ccc(S(=O)(=O)N3CCc4ccccc4C3)cc2)sc2cc(OC)ccc21,-33,99,101,-1,102,-412,98,107,-22,4,103
CCOC(=O)C1(CCCc2ccccc2)CCN(C(=O)[C@@H]2C[C@@H](C)NC(=S)N2)CC1,2,100,96,0,99,14,98,99,-46,13,98
O=C(Cc1cccs1)Nc1cccnc1,nt,99,94,-6,100,8,100,108,-11,31,105
COc1ccc(CNC(=O)[C@H](C)NC(=O)C2CCN(S(=O)(=O)c3ccc(C)cc3)CC2)cc1,1,90,92,0,89,-11,91,92,-16,20,87
Cc1[nH][nH]c(=O)c1C(c1ccc(-c2ccc(Cl)cc2Cl)o1)c1c(C)[nH][nH]c1=O,nt,97,100,-2,100,-41,96,102,-24,9,103
COc1cccc(C2/C(=C(/O)c3cnn(-c4ccccc4)c3C)C(=O)C(=O)N2CCN(C)C)c1 (centres undefined),-2,97,100,-13,99,16,98,104,-25,30,100
Cc1ccc(S(=O)(=O)Nc2ccc(Cl)cc2C(=O)c2ccccc2)cc1,-4,100,98,-1,98,11,98,101,16,11,102
O=C1OC(Cc2ccccn2)C(O)=C1C1=NCCCN1 (centres undefined),13,?,?,-2,?,4,?,?,-2,9,?
O=C(CCN1CCOCC1)NCC1COc2ccccc2O1 (centres undefined),-15,99,103,-1,99,0,99,106,-1,7,103
O=C(/C(Cl)=C/Nc1ccc(Br)cn1)C(F)(F)F,-33,99,104,1,102,-9,95,98,-20,25,94
Cc1nc(OCc2c(C)noc2C)c2ccccc2n1,-12,96,96,-1,94,23,94,97,-17,44,95
CCCC(=O)Nc1c(C)nn(C(=O)CCC)c1C,-8,96,97,-1,98,0,99,101,10,26,99
CN(C)CCNC(=S)NC1CCCCC1,-17,96,95,-4,98,11,97,96,-57,14,100
CCN(CC)S(=O)(=O)c1cc(C(=O)OCC(=O)c2ccc3c(c2)NC(=O)CO3)ccc1Cl,27,101,104,-3,101,-8,99,102,-14,15,102
Cn1c(=O)n(CCCOc2ccc(Br)cc2)c2ccccc21,nt,95,98,-1,99,5,93,102,-25,6,99
CCOC(=O)CSc1cc(C)nc(NC(C)=O)n1,nt,99,98,4,97,-9,95,101,10,5,99
COC(=O)C1C(=O)C2=C(CC1C)NC(=O)CC2c1ccc(O)c(OC)c1 (centres undefined),-24,100,103,2,103,-2,98,107,-19,33,103
Cc1cc2nc(SCCN3CCOCC3)[nH]c2cc1C,nt,98,101,-6,98,-9,96,99,-14,4,97
CN1CCCC(OC(=O)COc2ccccc2)C1 (centres undefined),10,98,98,1,97,6,98,102,-16,4,100
CN(C)S(=O)(=O)Oc1ccccc1C(=O)Nc1ccccc1Cl,11,102,109,1,102,4,99,103,-19,81*,102
Cc1ccc(C(=O)NCCNc2nc3cc(C)c(C)cc3cc2C)cc1,-3,101,106,-2,98,23,96,99,-1,9,97
C=CCSc1nnc(NC(=O)Cn2cnc3c2c(=O)n(C)c(=O)n3C)s1,-51,92,98,1,94,12,93,95,-42,14,92
O=C(Nc1ccc(Nc2ccccc2)cc1)C1CC1,23,100,100,0,102,9,100,109,-60,10,106
O=C(COC(=O)c1ccc([N+](=O)[O-])s1)NC(c1ccccc1)c1ccccc1,-39,98,100,-2,101,-4,98,106,-22,13,96
SMILES,Pf gamet viab,Rab2A wt mod,Rab7 wt modul,Mcl-1 Bim block,HRas wt GTP,Mcl1-Noxa inh,Rac1 act GTP bind,Rac1 wt GTP bind,Mcl1-Bid inh,Avidin fluor,Cdc42 wt
Cc1ccccc1NC(=O)CSCCN1C(=O)c2ccccc2C1=O,nt,100,101,-4,99,-30,97,102,-47,19,103
CCOC(=O)CSc1ccc2nnc(-c3cccs3)n2n1,nt,90,95,-3,94,26,97,92,-1,14,99
O=C1C2C3C=CC(C3)C2C(=O)N1c1n[nH]c(CCc2ccccc2)n1 (centres undefined),nt,90,90,-3,92,nt,89,87,-10,12,93
CC1(C)C2CC=C(/C=N/NC(=O)c3ccccc3Br)C1C2 (centres undefined),-45,100,100,-5,101,-9,99,104,13,15,100
COc1ccc(/C=N\NC(=O)COc2ccccc2)c(C(=O)O)c1OC,nt,98,101,-11,98,-3,97,98,-3,8,97
CCn1ncc(Cl)c1C(=O)NC(C)c1ccccc1 (centres undefined),-17,100,97,-12,100,9,100,96,13,12,99
COc1ccc2nc(N/C(N)=N/C(=S)Nc3cccc(C)c3)nc(C)c2c1,nt,98,95,-2,98,0,98,97,-22,nt,96
Cc1ccc(C(OCC(O)CNC(C)c2ccccc2)c2ccccc2)cc1 (centres undefined),4,101,102,-4,101,2,97,100,14,15,100
CC(C)CSC1=NSC2=NC(=O)/C(=C\c3coc4ccccc4c3=O)C(=N)N12,2,104,105,nt,103,15,97,98,5,11,100
CCCCN(CC)S(=O)(=O)c1ccc(C(=O)Nc2nnc(CSC)o2)cc1,nt,98,99,-1,99,-73,98,98,-55,7,101
CCOC(=O)c1ccc(NC(=S)NCCCn2ccnc2)cc1,-16,96,101,1,96,-2,95,95,-37,10,96
O=C(O)c1ccc2c(c1)C(=O)N(c1ccccc1-c1ccccc1)C2=O,-3,99,109,0,98,16,96,102,-9,9,97
CC(=O)n1cc([C@H]2C=C(C(=O)O)O[C@@H](OCCCCO)C2)c2ccccc21,-11,94,100,-1,96,4,96,99,36,7,94
O=c1[nH][nH]cc1C=Nc1ccc(Cl)cc1Cl,-7,100,95,-3,104,21,95,100,-6,11,102
Cc1cc(C)c2c(c1)SC1=NC(c3ccccc3)(C(F)(F)F)NC(=O)N12 (centres undefined),nt,100,99,0,100,15,98,103,42,9,99
O=C(NC(NNc1ccc([N+](=O)[O-])cc1)(C(F)(F)F)C(F)(F)F)c1ccc(F)cc1,-8,100,101,-6,99,12,100,104,-8,12,101
COc1cc(/C=N/NC(=O)c2[nH]nc3c2CCc2ccccc2-3)ccc1O,-2,97,97,-6,99,35,100,105,-21,15,102
Nn1c(COc2ccccc2)nc2ccccc2c1=O,nt,101,104,-2,102,1,97,106,-18,26,101
CCN(CC(=O)NCc1ccc(F)cc1)Cc1cc(=O)n2ccsc2n1,-7,99,105,0,97,-25,96,94,-17,25,96
COc1ccc(NC(=S)Nc2cc(-c3ccccc3)[nH]n2)cc1Cl,-3,99,99,-2,100,3,100,104,-12,11,98
Cc1ccc(S(=O)(=O)NCC(=O)N(CC(=O)NCc2ccco2)Cc2cccs2)cc1,nt,100,101,0,103,-15,101,111,-34,9,105
CCCS(=O)(=O)N1CCC(C(=O)NCc2ccc(F)cc2)CC1,nt,104,102,-5,103,8,100,109,1,9,104
Cc1occc1C(=O)NCc1ccc2c(c1)OCO2,nt,100,103,-2,102,14,100,107,-4,14,101
Cc1ccc(CCNC(=O)C2CCCN(C(=O)c3cc4sccc4n3C)C2)cc1 (centres undefined),nt,94,96,1,93,-6,92,93,0,10,94
CCNC(=O)CC1C(=O)N(c2ccc(C)cc2)C(=O)N1Cc1ccccn1 (centres undefined),nt,93,96,-2,95,-1,95,94,2,16,94
SMILES,Pf gamet viab,Rab2A wt mod,Rab7 wt modul,Mcl-1 Bim block,HRas wt GTP,Mcl1-Noxa inh,Rac1 act GTP bind,Rac1 wt GTP bind,Mcl1-Bid inh,Avidin fluor,Cdc42 wt
CCc1c(C)sc(NC(=S)N2CC(C)OC(C)C2)c1C(=O)OC (centres undefined),3,99,109,0,100,0,96,98,-57,6,100
COc1cc2c(cc1OC)C(c1ccco1)CC(=O)N2 (centres undefined),nt,98,97,0,98,13,97,99,-22,9,99
CCOC(=O)N/N=C\C=C\c1ccco1,-2,100,102,-1,102,13,99,109,-40,5,104
COc1ccc(N(Cc2cc(=O)[nH]c3ccccc23)C(=O)c2ccco2)cc1,5,98,101,0,99,21,94,100,-10,15,99
Cc1ccc(-c2cnc3c(Cl)c(C)nn3c2)cc1,nt,98,101,5,100,-30,92,99,29,9,102
O=C(CSc1cccc[n+]1[O-])Nc1cc([N+](=O)[O-])ccc1Cl,nt,?,?,0,?,17,?,?,-12,10,?
CCCn1nnc(NC(=O)Cc2ccc(Cl)cc2)n1,14,99,95,-6,100,2,102,102,3,7,101
COc1ccccc1/C=C/C=N/NC(=O)c1ccc2nc[nH]c2c1,nt,99,108,1,98,11,95,99,-24,9,97
CC(OC(=O)c1cccc(S(=O)(=O)Nc2ccccc2F)c1)C(=O)NCc1ccc2c(c1)OCO2 (centres undefined),-8,98,100,-8,98,11,98,98,3,15,99
CCc1c(C)nc(SCC(N)=O)c(C#N)c1C,nt,99,96,-1,101,-7,98,104,-32,15,103
O=C(CSc1nnc2ccccn12)c1ccc(OC(F)F)cc1OC(F)F,15,96,96,-4,96,5,98,96,0,10,95
CS(=O)(=O)N(CC(=O)Nc1ccc(S(=O)(=O)N2CCCC2)cc1)c1ccccc1F,-7,101,105,-6,100,3,99,105,-12,3,102
CO/N=C/CC(=O)c1ccc(-c2ccccc2)cc1,-51,97,93,2,98,-2,95,97,-40,5,95
CC1CCCN(CCC(=O)Nc2ccccc2)C1 (centres undefined),13,99,101,0,99,-1,96,96,-11,13,97
CCCN1CCN(C(=O)c2cc(COc3ccc4ncccc4c3)on2)CC1,-3,98,105,-3,96,8,94,96,-30,3,92
Cc1nc2nc(SCC(=O)N3CCOCC3)nn2c(C)c1Cc1ccccc1,nt,?,?,0,?,4,?,?,-7,9,?
Cc1cc(NC(=O)c2ccc(S(=O)(=O)N(C)C)cc2)no1,nt,98,98,0,100,8,101,104,-20,6,103
Cc1nc2cc(C(=O)O)ccc2n1-c1ccccc1,nt,98,96,-5,98,28,97,103,-2,22,101
NNC(=O)COc1ccccc1[N+](=O)[O-],9,96,94,-4,95,11,97,99,-37,12,98
OCCN(Cc1ccccc1)Cc1ccc(Cl)cc1,-2,98,98,1,99,33,98,101,26,6,101
Cc1cc([N+](=O)[O-])nn1CC(=O)N1CCN(Cc2ccccc2)CC1,-54,95,92,3,93,-6,92,93,-25,3,93
